Screening results as filed in PubChem.
Y pestis TopoI: Y. pestis Topo-I inhibition via cleavage products. Y. pestis Topo-I cleavage product accumulation, plate reader. activity, % at 10 µM. actives 0.064% (n = 360,000); in the data active = activity above about 50%, passing the limit was not always enough; inconclusive = no clear call, values can overlap the other calls; note: inactives centre near 2
PfHsp40 rescue: restores yeast growth despite PfHsp40 toxicity; S. cerevisiae expressing PfHsp40, growth rescue, ATP luminescence; growth rescue, % at 12.5 µM; actives 0.68% (n = 340,000); AID 504582; in the data active = growth rescue above about 28%, passing the limit was not always enough; inconclusive = no clear call, values can overlap the other calls;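 note: yeast W303a lacking pdr1 and pdr3 grown in galactose medium; growth measured after three days at 30 °C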
PriA SSB inh: inhibitors of Klebsiella pneumoniae PriA binding to SSB C-terminal tail. AID 1272365. actives 0.6% (n = 430,000). inhibition, % at 33 µM. AlphaScreen SSBct-PriA binding, biotinylated peptide; in the data active = inhibition mostly above about 37%, no sharp cut-off; inactive = mostly below about 20%;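 note: plate controls were negative control peptide for no effect and reference peptide for full effect; strong numbers were not always called active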
BoNT-A LC inh2: inhibitors of Botulinum neurotoxin A light chain protease; inhibition, % at 10 µM; actives 0.17% (n = 360,000); multiplex microsphere protease substrate cleavage, flow cytometry; note: plate controls were buffer without enzyme for full effect and enzyme alone for no effect
TcdB inh: TcdB glycohydrolase inhibition | P18177 | TcdB glycohydrolase enzymatic assay, plate reader | inhibition, % at 9.99 µM | actives 0.24% (n = 350,000) | AID 652162; in the data active = inhibition above about 10%
Anthrax LF inh2: anthrax lethal factor protease inhibition. actives 0.12% (n = 360,000). multiplex microsphere protease cleavage assay, LF. P15917. AID 588501. inhibition, % at 10 µM; note: plate controls were buffer without enzyme for full effect and enzyme alone for no effect
Target sequence (P15917 whole entry, looked up): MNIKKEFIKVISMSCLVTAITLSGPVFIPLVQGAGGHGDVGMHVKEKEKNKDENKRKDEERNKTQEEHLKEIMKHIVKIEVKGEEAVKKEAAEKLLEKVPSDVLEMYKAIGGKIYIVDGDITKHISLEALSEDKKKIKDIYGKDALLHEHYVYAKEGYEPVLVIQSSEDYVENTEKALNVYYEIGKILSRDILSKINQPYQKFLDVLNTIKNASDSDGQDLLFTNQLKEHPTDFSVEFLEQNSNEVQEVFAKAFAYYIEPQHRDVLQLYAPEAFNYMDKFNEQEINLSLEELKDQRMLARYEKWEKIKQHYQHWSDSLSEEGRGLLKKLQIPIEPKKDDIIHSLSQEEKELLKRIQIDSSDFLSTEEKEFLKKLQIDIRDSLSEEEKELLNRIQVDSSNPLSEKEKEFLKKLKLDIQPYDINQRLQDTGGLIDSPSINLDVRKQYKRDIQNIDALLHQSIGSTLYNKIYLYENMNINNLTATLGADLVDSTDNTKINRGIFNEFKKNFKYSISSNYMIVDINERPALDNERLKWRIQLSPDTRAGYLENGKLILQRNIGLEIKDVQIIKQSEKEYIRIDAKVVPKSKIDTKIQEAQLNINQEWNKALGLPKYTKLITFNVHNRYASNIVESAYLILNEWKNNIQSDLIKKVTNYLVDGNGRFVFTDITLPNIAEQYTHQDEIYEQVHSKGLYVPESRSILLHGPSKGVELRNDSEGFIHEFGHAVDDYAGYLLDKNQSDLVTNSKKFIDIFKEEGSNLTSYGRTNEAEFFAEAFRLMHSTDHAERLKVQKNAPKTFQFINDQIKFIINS
BH1578 lux ind: inducers of Vibrio cholerae quorum light production without autoinducers. V. cholerae BH1578 lux reporter, luminescence, 6 h. activation, % at 18.7 µM. actives 0.16% (n = 350,000); in the data active = activation mostly above about 9.7%, no sharp cut-off; inconclusive = no clear call, values can overlap the other calls; inactive = mostly below about 3.7%; note: not every result past the cut was called active; inactives centre near 0; reference of the scale not given here
PrPC surface inh: cell surface PrPC inhibition, primary TR-FRET screen | TR-FRET read-out | inhibition, % at 13.8 µM | actives 0.43% (n = 370,000); in the data active = inhibition above about 24%; note: 0% = median of the test wells and 100% = reference compound wells
SARS 3CLpro inh: SARS-CoV 3CLpro protease inhibition; P0C6X7; recombinant SARS-CoV 3CLpro, quenched FRET peptide cleavage; inhibition, % at 6 µM; actives 0.14% (n = 290,000); in the data active = inhibition above about 12%
* marks the source's active call; other numbers are inactive results; i = inactive; u = inconclusive; x = not tested or not shown; & = joins results of further samples. Cut-off read from the data, not from the text of the source, unless noted: active = inhibition above about 30%; inconclusive = no clear call, values can overlap the other calls; inactive = below that. Only part of the results is shown (hit frequency here may not be typical).

SMILES,Y pestis TopoI,PfHsp40 rescue,PriA SSB inh,BoNT-A LC inh2,TcdB inh,Anthrax LF inh2,BH1578 lux ind,PrPC surface inh,SARS 3CLpro inh
COc1ccc(-c2ccnc(SCC(=O)N3CCOCC3)n2)cc1,7,0.9,-5,-0.4,x,-7,i,1,0
CC1CCCN(C(=O)CNS(=O)(=O)c2cccs2)C1 (stereo not given),8,-0.2,-7,0.2,0.1,1,-0.3,5,4
COc1ccc(NC(=O)c2cc(S(=O)(=O)N3CCOCC3)cs2)cc1,2,0.0,-5,0.4,1.3,-3,-0.1,9,-2
O=C(COc1ccc(Br)cc1)NCc1ccccn1,0,16,-14,-1.1,-1.0,3,i,-3,0
CCCCC12CN3CC(C)(CN(C1)C3c1ccc([N+](=O)[O-])o1)C2=O (stereo not given),-1,-1.6,-2,3.2,2.0,3,-0.4,-14,-3
Nc1cc(-c2ccc(Cl)cc2)nn1S(=O)(=O)c1cccc2nsnc12,-9,-0.4,36,-0.9,-0.4,-6,-0.1,-16,3
CCCc1cc(=O)[nH]c(SCCCCN2C(=O)c3ccccc3C2=O)n1,22,2.4,-12,-0.4,0.5,-2,-0.4,-6,0
CCOC(=O)C(C)Sc1snnc1C (stereo not given),3,0.1,-25,1.6,x,-2,i,8,-11
CCCCN(C)C(=O)c1sc(=O)n(Cc2ccccc2F)c1C,-3,x,x,0.3,1.6,1,i,0,x
O=C(CSc1nnc(-c2ccco2)n1-c1ccccc1)NCCc1ccccc1,28,0.3,-9,0.6,x,-5,2.1,2,-3
C=CCn1c(SCC(=O)Nc2ccccc2F)nc2ccccc2c1=O,3,2.6,-13,-2.7,0.4,8,i,2,-1
O=C(CS(=O)CC(=O)N(c1ccccc1)C(C(=O)NC1CCCC1)c1cccs1)Nc1ccc(F)cc1 (stereo not given),1,1.2,-12,3.3,x,-6,-0.2,-1,-4
Cn1c(O)c(N=NC(=N)N)c2ccccc21,1,0.7,-5,-0.3,0.0,-7,-0.2,-8,3
CN(C)CCCN(C(=O)c1ccc2c(c1)OCCO2)c1nc2ccc(Cl)cc2s1,-5,-0.5,x,-1.4,0.2,-3,-0.3,-10,3
CN(C(=O)c1cc2c(=O)n3ccccc3nc2n1C)C1CCCCC1,8,0.9,-12,1.8,-1.3,-2,-1.6,0,-5

A section from further up, for reference:
SMILES,Y pestis TopoI,PfHsp40 rescue,PriA SSB inh,BoNT-A LC inh2,TcdB inh,Anthrax LF inh2,BH1578 lux ind,PrPC surface inh,SARS 3CLpro inh
COc1ccc(-c2ccnc(SCC(=O)N3CCOCC3)n2)cc1,7,0.9,-5,-0.4,x,-7,i,1,0
CC1CCCN(C(=O)CNS(=O)(=O)c2cccs2)C1 (stereo not given),8,-0.2,-7,0.2,0.1,1,-0.3,5,4
COc1ccc(NC(=O)c2cc(S(=O)(=O)N3CCOCC3)cs2)cc1,2,0.0,-5,0.4,1.3,-3,-0.1,9,-2
O=C(COc1ccc(Br)cc1)NCc1ccccn1,0,16,-14,-1.1,-1.0,3,i,-3,0
CCCCC12CN3CC(C)(CN(C1)C3c1ccc([N+](=O)[O-])o1)C2=O (stereo not given),-1,-1.6,-2,3.2,2.0,3,-0.4,-14,-3
Nc1cc(-c2ccc(Cl)cc2)nn1S(=O)(=O)c1cccc2nsnc12,-9,-0.4,36,-0.9,-0.4,-6,-0.1,-16,3
CCCc1cc(=O)[nH]c(SCCCCN2C(=O)c3ccccc3C2=O)n1,22,2.4,-12,-0.4,0.5,-2,-0.4,-6,0
CCOC(=O)C(C)Sc1snnc1C (stereo not given),3,0.1,-25,1.6,x,-2,i,8,-11
CCCCN(C)C(=O)c1sc(=O)n(Cc2ccccc2F)c1C,-3,x,x,0.3,1.6,1,i,0,x
O=C(CSc1nnc(-c2ccco2)n1-c1ccccc1)NCCc1ccccc1,28,0.3,-9,0.6,x,-5,2.1,2,-3
C=CCn1c(SCC(=O)Nc2ccccc2F)nc2ccccc2c1=O,3,2.6,-13,-2.7,0.4,8,i,2,-1
O=C(CS(=O)CC(=O)N(c1ccccc1)C(C(=O)NC1CCCC1)c1cccs1)Nc1ccc(F)cc1 (stereo not given),1,1.2,-12,3.3,x,-6,-0.2,-1,-4
Cn1c(O)c(N=NC(=N)N)c2ccccc21,1,0.7,-5,-0.3,0.0,-7,-0.2,-8,3
CN(C)CCCN(C(=O)c1ccc2c(c1)OCCO2)c1nc2ccc(Cl)cc2s1,-5,-0.5,x,-1.4,0.2,-3,-0.3,-10,3
CN(C(=O)c1cc2c(=O)n3ccccc3nc2n1C)C1CCCCC1,8,0.9,-12,1.8,-1.3,-2,-1.6,0,-5

Additional entries
SMILES,Y pestis TopoI,PfHsp40 rescue,PriA SSB inh,BoNT-A LC inh2,TcdB inh,Anthrax LF inh2,BH1578 lux ind,PrPC surface inh,SARS 3CLpro inh
C=CCC1CCC/C(=N\NS(=O)(=O)c2ccc(C)cc2)C1 (stereo not given),7,-0.8,x,3.6,0.5,2,-0.3,5,2
CC(=O)C1=C(C)NC(=O)NC1c1ccc(OC2CCCC2)cc1 (stereo not given),7,0.0,8,0.4,x,2,-0.4,6,-9
CCc1nonc1NC(=O)COc1cc(C)c(Cl)c(C)c1,2,0.2,-32,0.6,-0.3,-4,i,-3,-2
O=C(NC1CCN(Cc2ccccc2)CC1)c1cccc(S(=O)(=O)Nc2ccc(F)cc2)c1,-8,-0.2,2,-8.4,1.0,-6,-1.4,-9,x
CN1CCN(CCCCC(=O)c2ccccc2)CC1,-3,0.1,0,-0.3,x,-2,0.4,1,-2
O=C(O)CSc1cccnc1Sc1ccc(Cl)cc1,4,x,1,x,0.6,x,-0.5,11,x
N#Cc1c(N)n[nH]c1CCCN,-2,-1.1,-2,-0.9,-0.2,-3,i,1,-2
O=C(NCC1CCCO1)c1ccccc1NS(=O)(=O)c1ccc(F)cc1 (stereo not given),-5,-0.4,-5,0.2,1.2,11,-2.5,2,x
O=C(Nc1ccc(Cl)cc1C(F)(F)F)c1ccc(Cl)cc1,5,-0.6,-9,0.1,x,2,i,6,6
Cc1cc(C)nc(SCNC(=O)c2ccc(Cl)cc2)n1,0,-0.7,-9,0.0,x,13,-0.4,-4,-4
Cc1nc(NC(=O)CSc2nnc(-c3ccc4c(c3)OCO4)o2)c(Cl)cc1Cl,5,-1.1,-5,-0.5,x,1,i,-1,-1
FC(F)(F)c1ccc(Oc2ccc3c(C(F)(F)F)cc(C(F)(F)F)nc3n2)cc1,2,-1.2,-13,0.8,x,0,1.8,1,-8
COc1cccc(CNS(=O)(=O)c2cc(Br)cc3c2N(C(C)=O)C(C)C3)c1 (stereo not given),6,0.0,-2,1.0,x,4,-0.7,-5,-2
Cc1ccc(OCC(=O)NC2CCSc3ccccc32)cc1 (stereo not given),-12,-1.3,-15,x,6.1,x,-0.3,2,x
COc1cc2c(cc1OC)C1CCN3C(=O)CCC3N1CC2 (stereo not given),0,-2.0,-18,-0.2,0.0,5,i,3,x

Some of the entries above in another layout.
The line under a structure holds: Y pestis TopoI | PfHsp40 rescue | PriA SSB inh | BoNT-A LC inh2 | TcdB inh | Anthrax LF inh2 | BH1578 lux ind | PrPC surface inh | SARS 3CLpro inh
C=CCC1CCC/C(=N\NS(=O)(=O)c2ccc(C)cc2)C1 (stereo not given)
 : 7 | -0.8 | x | 3.6 | 0.5 | 2 | -0.3 | 5 | 2
CC(=O)C1=C(C)NC(=O)NC1c1ccc(OC2CCCC2)cc1 (stereo not given)
 : 7 | 0.0 | 8 | 0.4 | x | 2 | -0.4 | 6 | -9

(next part)
SMILES,Y pestis TopoI,PfHsp40 rescue,PriA SSB inh,BoNT-A LC inh2,TcdB inh,Anthrax LF inh2,BH1578 lux ind,PrPC surface inh,SARS 3CLpro inh
CC(C)NC(=O)NC(=O)COc1c(F)c(F)cc(F)c1F,2,-1.0,-11,-1.3,x,0,-3.0,0,0
O=C(O)C1CCC(CN(Cc2cccc(Br)c2)C(=S)Nc2ccccc2F)CC1 (stereo not given),9,-0.2,-4,-1.1,12*,-3,-0.1,-6,4
CCCCCCOC(=O)C[N+](C)(C)CCOC1CC2CCC1(C)C2(C)C (stereo not given),-7,1.2,-14,x,x,x,-0.2,0,0
Cc1nc(N2CCN(c3ccccc3)CC2)nc2c1C(=O)CC(c1ccccc1)C2 (stereo not given),2,-0.5,3,6.2,x,-12,7.1,0,6
COc1ccccc1OCCC(=O)OCC(=O)Nc1ncc(Cl)cc1Cl,7,-2.2,-3,0.6,x,2,i,1,-6
COc1ccc(C2CC(=O)C(C=NCCCN3CCOCC3)=C(O)C2)cc1 (stereo not given),15,0.2,-4,-0.5,x,-3,-1.7,-3,-7
Cc1cccc(NC(=O)c2ccc(S(=O)(=O)N3CCN(C)CC3)cc2)c1C,1,0.5,-3,-1.3,0.9,0,-0.4,3,2
CCC(C)N1C(=O)S/C(=C/c2ccc(Sc3nc4ccccc4[nH]3)o2)C1=O (stereo not given),6,1.6,9,0.7,1.4,0,3.3,6,9
CC(C)c1ccc(CNc2ccc3c(c2)ncn3C)cc1,8,1.0,34,-1.1,-3.2,-2,i,17,-2
Cc1cc(C)n2nc(SCC(=O)N3CCN(c4ccc(F)cc4)CC3)nc2n1,7,-1.9,-11,0.1,0.8,-7,-0.7,4,x
O=C(Cn1cnc2cc([N+](=O)[O-])ccc2c1=O)NCCc1ccc(Cl)cc1,-3,0.0,0,0.4,1.4,1,2.4,-34,6
CCSc1nc2sc3c(c2c(=O)n1-c1ccc(OC)cc1)CCN(C)C3,7,3.0,-2,12,0.5,10,-0.5,-1,3
Cc1cccc(NS(=O)(=O)c2ccc(C)c(C(=O)NCc3ccccn3)c2)c1,0,-0.6,0,-1.0,1.3,-3,i,3,x
Cn1c2c(c(=O)n(C)c1=O)CN(Cc1ccc3c(c1)OCO3)CN2,-10,-2.6,-9,2.0,x,2,1.3,4,-1
CC(C)CNC(=O)c1ccc(NC(=O)c2ccccc2[N+](=O)[O-])cc1,-3,-0.6,-9,0.8,x,-5,i,-13,-4
COC(=O)C1CC(O)CN1C(=O)Nc1cccc(C(F)(F)F)c1 (stereo not given),5,0.5,-5,0.4,0.9,0,-0.3,-5,2
Cc1ccc(C(=O)/C=C/c2ccc(F)cc2)o1,2,-0.8,5,0.2,x,-2,i,-4,3
O=C(COC(=O)c1ccccc1Cl)Nc1nccs1,9,0.0,-3,0.4,1.4,-5,1.6,0,6
CCCc1cc(-c2[nH]ncc2-c2ccc3c(c2)OCCCO3)c(O)cc1O,-7,0.4,25,0.5,x,-6,-0.3,5,3
Cc1cccc2nc(Cn3c(=O)n(CCCC(=O)NCc4ccco4)c(=O)c4ccccc43)cc(=O)n12,23,4.0,6,0.2,x,0,-0.2,-6,0
CC(C)N1C(=O)CCC1C(=O)NCc1ccc(F)cc1Cl (stereo not given),4,u,-3,-0.4,0.7,-11,-0.6,1,3
CC(=O)Nc1ccc(NC(=O)CSc2nc(N)c(NC(=O)c3ccccc3F)c(=O)[nH]2)cc1,5,0.4,-17&-11,0.7,0.2,0,0.8,0,0
COCCCNC(=O)c1ccccc1NS(C)(=O)=O,1,-1.6,-4,-0.3,x,0,i,1,0
O=c1oc2ccccc2c(=O)c2ccccc12,4,0.3,-6,0.1,0.5,-2,-0.8,2,x
CCOC(=O)N1CCC(N2CCCC(C(=O)c3ccc4cc(OC)ccc4c3)C2)CC1 (stereo not given),9,1.7,7,0.0,-12,0,-0.1,-4,3
CCN(CC)S(=O)(=O)c1ccc(C(=O)NCCSc2c[nH]c3ccccc23)cc1,8,0.8,-14,-0.5,1.0,-7,-0.3,2,1
